FN deposition inh – fibronectin deposition inhibition; 350,000 compounds, 0.086% hits; AH1F fibroblasts, Alexa488-fibronectin deposition fluorescence, overnight; inhibition, % at 12.6 µM;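 active = mean inhibition across replicates of 30% or more, regardless of how many single replicates reach that level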;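 note: positive control wells lacked labelled fibronectin entirely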
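Material: AH1F fibroblast monolayer depositing Alexa488-labelled fibronectin into matrix | Input: 10000 AH1F cells/well | Medium: DMEM plus 2% serum, read in PBS | Reagent: Alexa488-fibronectin, 24 nM final in well | Compound dosing: One dose per compound, pinned | Schedule: 1 h adhesion, overnight exposure | Measured by: Fluorescence at 485 nm excitation, 525 nm emission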
PGC1a acetyl inh – modulators of PGC1a acetylation; U2OS PGC1a acetylation, AlphaScreen anti-acetyl-lysine; with virally co-expressed GCN5 acetyltransferase; inhibition, % at 15.6 µM; 350,000 compounds, 0.17% hits; AID 651687;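 active = every replicate shows inhibition of at least 40%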;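 note: 0% = neutral control wells and 100% = positive control wells; some results beyond the cut were filed as inactive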
S100A4 MyoIIA – blocks human S100A4 binding to myosin IIA peptide; P26447; S100A4/TAMRA-MyoIIA peptide fluorescence polarization; inhibition, % at 10.7 µM; 360,000 compounds, 0.14% hits;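 active = mean inhibition of at least 70% across replicates, with every replicate also reaching that level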
Target sequence (P26447 whole entry, looked up): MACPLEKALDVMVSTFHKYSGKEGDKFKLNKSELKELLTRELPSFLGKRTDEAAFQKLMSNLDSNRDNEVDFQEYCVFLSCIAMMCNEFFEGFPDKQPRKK
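Material: S100A4 monomer (human). Medium: Calcium-containing HEPES buffer, pH 7.2. Probe or stimulus: labelled myosin peptide probe, 5 nM. Compound dosing: one concentration per compound. Timing: polarization read 5 min after assay mix addition, stable 5–60 min. Benchmarks: DMSO as neutral control, TFP as positive control.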
PglD inh – PglD (C. jejuni) enzyme inhibition; purified PglD enzyme, DTNB colorimetric CoA detection; inhibition, % at 12.5 µM; 360,000 compounds, 0.098% hits; in the data active = inhibition above about 16%, passing the limit was not always enough; note: strong numbers were not always called active
PAX8 reporter – PAX8 transcriptional activity inhibition. RMG-I TPO-luciferase reporter, SteadyGlo, 24 h. inhibition, % at 12.6 µM. 360,000 compounds, 1.2% hits. AID 652154;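 active = mean replicate inhibition at least 60% with every replicate also reaching 60%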;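 note: luciferase light reporting Pax8 driven TPO promoter activity; plate controls were median of neutral control wells for no effect and mitoxantrone controls for full effect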
ERAP1 HTS inh – ERAP1 (human) enzyme inhibition | Q9NZ08 | recombinant ERAP1, Leu-AMC fluorescence, 60 min | inhibition, % at 10.7 µM | 340,000 compounds, 0.15% hits | AID 652197;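 active = mean replicate inhibition of at least 30%, or all replicates individually reaching that 30% level; inactive = mean below 30% and not every replicate reaching it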;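 note: 0% = neutral control wells and 100% = L-leucinethiol positive control wells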
Target sequence (Q9NZ08 whole entry, looked up): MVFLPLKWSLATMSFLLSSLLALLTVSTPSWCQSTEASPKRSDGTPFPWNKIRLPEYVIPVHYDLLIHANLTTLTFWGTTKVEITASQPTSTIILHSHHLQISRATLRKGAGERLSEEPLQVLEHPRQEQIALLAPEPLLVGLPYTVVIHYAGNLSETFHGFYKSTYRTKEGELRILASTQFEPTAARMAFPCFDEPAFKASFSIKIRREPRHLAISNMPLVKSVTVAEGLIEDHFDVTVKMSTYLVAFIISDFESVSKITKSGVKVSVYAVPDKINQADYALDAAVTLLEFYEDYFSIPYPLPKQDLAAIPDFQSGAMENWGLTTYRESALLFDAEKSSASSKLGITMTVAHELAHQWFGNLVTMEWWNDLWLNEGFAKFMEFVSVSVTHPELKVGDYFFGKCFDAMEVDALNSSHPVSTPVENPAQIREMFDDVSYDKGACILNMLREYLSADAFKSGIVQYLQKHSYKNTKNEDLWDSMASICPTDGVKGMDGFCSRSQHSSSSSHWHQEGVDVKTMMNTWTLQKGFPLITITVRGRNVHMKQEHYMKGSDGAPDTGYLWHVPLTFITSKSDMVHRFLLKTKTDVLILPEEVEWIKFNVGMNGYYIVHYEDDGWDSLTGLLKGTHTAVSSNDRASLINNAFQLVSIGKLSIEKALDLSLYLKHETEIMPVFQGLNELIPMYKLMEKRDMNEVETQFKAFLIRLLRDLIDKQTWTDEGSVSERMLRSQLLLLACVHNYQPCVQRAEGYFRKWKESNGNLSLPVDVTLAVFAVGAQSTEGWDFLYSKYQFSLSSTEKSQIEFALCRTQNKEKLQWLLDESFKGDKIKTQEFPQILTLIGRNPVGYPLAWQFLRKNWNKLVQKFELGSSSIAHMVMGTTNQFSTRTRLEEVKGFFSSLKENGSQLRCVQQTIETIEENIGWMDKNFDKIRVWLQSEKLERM
LGR2 inh – blocks bursicon-induced cAMP signaling via Drosophila LGR2 | inhibition, % at 9.99 µM | 380,000 compounds, 0.35% hits | HEK293 LGR2, CRE-luciferase, bursicon-stimulated, 4 h;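 active = drop in luminescence signal, shown as inhibition above about 50% in the replicate tests, limit read from the data, passing the limit was not always enough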;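 note: agonist challenge used bursicon conditioned medium at about half maximal strength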
EWS-Fli inh – blocks EWS/Fli oncoprotein-driven transcription | A673 NR0B1-luciferase reporter, viability-normalised | inhibition, % at 12.6 µM | 350,000 compounds, 0.67% hits;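 active = mean inhibition of at least 50% after viability correction, with every replicate also passing that limit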;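 note: firefly luciferase signal divided by Alamar Blue viability fluorescence both relative to DMSO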
Numbers without * were called inactive; . = no result given.

SMILES	FN deposition inh	PGC1a acetyl inh	S100A4 MyoIIA	PglD inh	PAX8 reporter	ERAP1 HTS inh	LGR2 inh	EWS-Fli inh
COc1ccc2[nH]c3c(N4CCC(O)(c5cccc(C(F)(F)F)c5)CC4)ncnc3c2c1	-10	-12	.	1	33	.	.	.
Nc1nc2n(n1)C(c1ccco1)CC(c1ccccc1)N2 (centres undefined)	5	3	.	-6	6	.	.	.
CCOc1ccc(CN2CCNC(=O)C2CC(=O)NCc2csc(C(C)C)n2)cc1 (centres undefined)	8	-3	1	-7	1	-6	-8	.
COc1ccc(CC(=O)N/N=C/c2ccc(Cl)s2)cc1OC	-3	.	-1	1	8	5	-4	-14
CNC(=O)CN1C(=O)NC2(CCc3ccccc3C2)C1=O (centres undefined)	-2	-5	-3	6	-16	1	-8	1
CC(NC(=O)COC(=O)c1ccccc1O)C1CC2CCC1C2 (centres undefined)	-6	-2	6	0	-2	1	-4	-1
O=C(Cc1ccc(Br)cc1)Nc1cccc(S(=O)(=O)N2CCCCC2)c1	-2	-2	-6	14	11	-3	27	4
C/C(CC(=O)N1CCN(C=O)CC1)=N\NC(=O)c1ccc(Cl)cc1	-18	-7	-2	.	-1	2	23	1
Cn1cnc(S(=O)(=O)N2C[C@H](O)COC[C@H]3O[C@H](CC(=O)NCc4cc(F)cc(F)c4)CC[C@@H]32)c1	1	0	-12	3	-14	0	-2	3
CC(C)C#Cc1ccc([C@@H]2[C@H]3CN(S(=O)(=O)Cc4ccccc4)CCCCN3[C@H]2CO)cc1	.	1	-8	2	15	2	13	7

Random excerpt: three compounds from above, in no set order.
SMILES	FN deposition inh	PGC1a acetyl inh	S100A4 MyoIIA	PglD inh	PAX8 reporter	ERAP1 HTS inh	LGR2 inh	EWS-Fli inh
CNC(=O)CN1C(=O)NC2(CCc3ccccc3C2)C1=O (centres undefined)	-2	-5	-3	6	-16	1	-8	1
C/C(CC(=O)N1CCN(C=O)CC1)=N\NC(=O)c1ccc(Cl)cc1	-18	-7	-2	.	-1	2	23	1
COc1ccc(CC(=O)N/N=C/c2ccc(Cl)s2)cc1OC	-3	.	-1	1	8	5	-4	-14

The listing continues:
SMILES	FN deposition inh	PGC1a acetyl inh	S100A4 MyoIIA	PglD inh	PAX8 reporter	ERAP1 HTS inh	LGR2 inh	EWS-Fli inh
C[C@@H]1CN([C@@H](C)CO)S(=O)(=O)c2ccc(-c3ccccc3)cc2O[C@H]1CN(C)Cc1ccccn1	7	3	8	1	.	-2	11	15
Cc1cc(NC(=O)c2ccc(F)cc2)no1	-6	-2	3	0	-96	-1	-30	-54
COc1cc(OC)cc(OC(=O)c2ccc3c(=O)n4c(nc3c2)CCC4)c1	-9	.	2	-1	7	2	3	2
COc1ccc(NC(=O)Nc2ccc3c(c2)C(=O)N([C@@H](C)CO)C[C@@H](C)[C@@H](CN(C)S(=O)(=O)c2cn(C)cn2)OCCCC[C@@H](C)O3)cc1	.	3	.	-1	6	.	0	-19
COc1ccc(C2=Nc3ccccc3N(C(=O)c3ccc(C(F)(F)F)cc3)C2C(=O)Nc2c(C)cccc2C)cc1 (centres undefined)	-6	.	-5	.	21	2	-4	-9
CC(C)c1cn(CC[C@H]2CC[C@H](N)[C@@H](CO)O2)nn1	-7	.	7	-1	-11	1	-5	0
O=C(Nc1ccc(Cl)c(Cl)c1)c1ccc(Cl)c(Cl)c1	8	.	15	-1	-90	1	-80	-64
COc1cccc(CN2CC(C(=O)NCCCc3ccncc3)CCC2=O)c1 (centres undefined)	.	.	-5	1	6	1	6	-9
FC(F)(F)c1cnc(Nc2ccc(N3CCOCC3)cc2)c(Cl)c1	-4	2	.	0	-6	.	.	.
Cn1cccc1C(=O)OCc1cc(Cl)cc2c1OCOC2	-5	-7	.	-7	-170	.	.	.
CO[C@H]1CN(C)C(=O)c2ccc(NC(=O)C3CCCCC3)cc2OC[C@@H](C)N(Cc2cccnc2)C[C@@H]1C	4	-5	12	-2	-6	1	25	-8
CCOc1c(Cl)cc(CNCc2ccncc2)cc1OC	.	3	-6	2	-14	-3	-1	12
COc1ccc(C(O)c2ncc(-c3ccccc3Cl)[nH]2)cc1 (centres undefined)	-4	-26	-8	1	-12	1	10	-11
CCc1nc2ccc(C(=O)Nc3cccc(OCC(=O)N(C)C)c3)cn2c1N(C)Cc1ccc(N(C)C)cc1	-2	.	0	4	-11	0	7	-7
CNC(=O)c1sccc1Oc1ccc(F)cc1[N+](=O)[O-]	4	2	3	.	-18	0	-28	1
C=CCC[C@@H](Cc1ccc(F)cc1)C(=O)OC[C@H](C)NC(=O)[C@H](CC=C)CC(=O)N(CCO)Cc1ccccc1	0	.	4	-3	54	-1	22	-9
Cc1ccc(SCC(=O)NNC(=O)CNC(=O)c2ccc(Br)cc2)cc1	1	16	2	.	17	1	0	-2
C[C@@H]1CN([C@@H](C)CO)C(=O)c2cc(C#C[C@@H](C)O)cnc2O[C@H]1CN(C)CC1CCCCC1	-30	-8	-1	-2	.	0	-5	-13
Cc1ccc(S(=O)(=O)NCCC(=O)Nc2ncccc2O)cc1C	10	.	11	.	7	-1	15	-1
COc1ccccc1C1=CC(=O)C[C@H](c2ccc(F)cc2)C1	-9	-17	-4	3	2	1	16	-3
O=C(Nc1ccc2c(c1)OCO2)c1ccccn1	1	2	-2	3	-187	6	.	-46
CC(C)CCN(C(=O)Cc1ccccc1F)c1c(N)n(Cc2ccccc2)c(=O)[nH]c1=O	-1	.	-6	.	17	1	-6	-9
CC1=NN(c2nc(-c3ccccc3)cs2)C(=O)C1	17	8	.	2	12	.	.	.
C[C@@H]1CN([C@H](C)CO)C(=O)c2cc(-c3ccc(C#N)cc3)cnc2O[C@@H]1CN(C)C(=O)Nc1ccc(F)cc1	4	-8	-1	-4	.	0	-7	9
C[C@@H]1CCCCO[C@@H](CN(C)C(=O)Cc2ccccc2)[C@H](C)CN([C@H](C)CO)C(=O)c2cc(NC(=O)Nc3ccc(F)cc3)ccc2O1	.	-8	-8	1	40	-3	7	15
CCC(Sc1nc2ccsc2c(=O)n1Cc1ccc(C(=O)O)cc1)C(=O)Nc1cccc(OC)c1 (centres undefined)	7	4	-6	-3	7	-62	18	-8
CCOC(=O)c1c(C)[nH]c(C(=O)OC(C)C(=O)NC2(C#N)CCCCC2)c1C (centres undefined)	2	-15	-3	13	9	1	-2	0
Cc1ccc(/C=C2\SC(=S)N(CCC(=O)NNS(=O)(=O)c3ccccc3)C2=O)cc1	-8	-3	1	-5	-26	.	-8	2
Nc1nc(N)nc(-c2cccc(Cl)c2Cl)n1	4	3	9	-3	-9	-3	1	2
CCN(CC)CCNC(=O)/C(=C\c1cccn1C)NC(=O)c1cccs1	4	.	-1	.	-17	0	5	.
O=C(NNc1c(Cl)cc(Cl)cc1Cl)c1n[nH]c(=O)c2ccccc12	0	3	4	-6	14	-5	-18	14
CCCCN(CCCC)Cc1cc(=O)oc2ccccc12	-10	-18	-17	-2	10	2	4	5
CC(=O)c1cccc(NC(=O)C2CC(=O)N(c3cccc(C)c3C)C2)c1 (centres undefined)	-2	2	.	2	15	.	.	.
CCCCNC(=O)CN1C(=O)COc2ccc(S(=O)(=O)N3CCCCCC3)cc21	-14	-16	-1	-1	-2	2	14	-1
CCN(CC)C(=O)Cn1cc(S(=O)(=O)CC(=O)Nc2ccccc2F)c2ccccc21	.	6	9	4	-6	2	7	.
c1ccc(-c2nc3c4ccccc4ccn3c2CN2CCCCC2)cc1	3	.	-6	.	9	.	-8	-11
COc1ccc(NC(=O)CC(C)(C)C)c([N+](=O)[O-])c1	-5	-3	.	1	.	.	1	.
CCCc1cn([C@H]2C[C@@H]3O[C@H](CO)CC[C@@H]3O[C@@H]2CCc2ccc(-c3ccccc3C#N)cc2)nn1	.	-16	9	.	4	0	.	-1
CC1CCN(C(=O)CCCOc2cc(=O)n(C)c3ccccc23)CC1	3	-19	.	5	9	.	.	.
Cc1cc(C)cc(NC(=O)COC(=O)Cc2ccccc2F)c1	-7	2	-2	4	-1	0	-1	-1

Entries shown so far containing a nitro group on carbon, in the order listed:
SMILES	FN deposition inh	PGC1a acetyl inh	S100A4 MyoIIA	PglD inh	PAX8 reporter	ERAP1 HTS inh	LGR2 inh	EWS-Fli inh
CNC(=O)c1sccc1Oc1ccc(F)cc1[N+](=O)[O-]	4	2	3	.	-18	0	-28	1
COc1ccc(NC(=O)CC(C)(C)C)c([N+](=O)[O-])c1	-5	-3	.	1	.	.	1	.

(continued)
SMILES	FN deposition inh	PGC1a acetyl inh	S100A4 MyoIIA	PglD inh	PAX8 reporter	ERAP1 HTS inh	LGR2 inh	EWS-Fli inh
CCC(=O)N(C)C[C@@H]1Oc2cc(C#C[C@@H](C)O)ccc2S(=O)(=O)N([C@@H](C)CO)C[C@H]1C	0	4	-5	-3	-8	1	4	-1
COc1ccc(OCCSc2nnc(Cc3cccc4ccccc34)n2N)cc1	.	-9	.	-2	4	.	-16	2
CCC(C)NC(=O)CSc1ccc(NC(C)=O)cc1 (centres undefined)	13	-4	.	0	3	.	.	.
Cc1cc(NC(=O)CSCC(=O)NCc2cccc(C(F)(F)F)c2)no1	7	.	-4	.	.	1	7	2
Cc1ccc(N=Nc2ccc(O)cc2)c(Br)c1	10	-56	-53	-4	-197	3	-23	-46
Cc1onc(-c2c(F)cccc2Cl)c1C(=O)N(C)C1CCCCC1	3	0	32	2	15	4	-9	20
CCOc1ccccc1CN1CCN(CC2=Cc3cc(OC)ccc3OC2)CC1CCO (centres undefined)	1	-27	0	.	6	-1	14	10
O=C(Nc1nc2ccccc2[nH]1)c1cccc(Cl)c1	-9	8	-1	5	-48	0	-9	-51
COc1ccc(/C=C/C(=O)NCc2cnn(C)c2C)cc1COc1ccc(Br)cc1	.	-17	-2	7	.	0	-11	-9
Cc1noc(NC(=O)c2cccc(Cl)c2Cl)c1C#N	-1	2	3	.	2	-2	-9	9
COc1ccc(C2N(C(C)=O)CCCN2S(=O)(=O)c2ccc(C)cc2)cc1 (centres undefined)	0	22	1	6	4	-4	1	-4
CC(C)Oc1cc(N)c(Cl)cc1Cl	-13	-3	1	.	-16	-5	.	7
CCOC(=O)c1c(C)[nH]c(C)c1S(=O)(=O)N(C)CC(=O)NCc1ccc(F)cc1	-2	4	-2	3	3	0	-14	.
Cc1ccc(Nc2c([N+](=O)[O-])c(=O)oc3ccccc23)cc1	20	.	-1	.	11	9	.	14
NC(=O)C1CCN(C(=O)CN(c2cccc(Cl)c2)S(=O)(=O)c2ccccc2)CC1	-7	-4	-4	-3	1	4	0	12
NS(=O)(=O)c1cccc(NC(=O)COC(=O)CC2Sc3ccccc3NC2=O)c1 (centres undefined)	0	6	0	7	-20	0	-83	-21
CCCNC(=O)C[C@@H]1CC[C@H]2[C@@H](COc3ccc(NC(=O)c4cccs4)cc3C(=O)N2C)O1	-3	-5	0	1	2	-1	2	-2
CCOC(=O)c1sc(=S)n(Cc2ccccc2)c1C	10	.	-6	.	1	-5	-2	-1
C=CCOC(=O)C1=C(C)NC(SCC(N)=O)=C(C#N)C1c1ccc(C)cc1 (centres undefined)	3	-21	-2	-2	-1	.	-1	4
Cc1noc(C)c1NC(=O)N[C@@H]1CC[C@H](CC(=O)NCc2ccc(Cl)c(Cl)c2)O[C@@H]1CO	4	-2	0	1	4	2	-7	-4
COC(=O)C[C@@H]1C[C@H]2c3cc(NC(=O)Nc4ccc(F)cc4)ccc3O[C@H]2[C@@H](CO)O1	-13	-5	.	-2	0	.	8	7
CC(C)(CO)NS(=O)(=O)c1ccc2c(c1)C(=O)c1cc(S(=O)(=O)NC(C)(C)CO)ccc1-2	4	1	6	-1	10	2	-8	-4
CN(C(=O)COC(=O)CN1C(=O)c2ccccc2C1=O)c1c(N)n(Cc2ccccc2)c(=O)[nH]c1=O	12	-3	-14	-2	-7	0	0	13

Bioassay records (PubChem)
